High-throughput results from PubChem BioAssay.
PTHR1 agonist: PTHR1 (human) receptor agonism. 410,000 compounds, 0.075% hits. Potency, µM (highest dose often 115 µM), without a hit: at the highest dose activation, actives largely listed as activators. HEK293 GP2 PTHR1 cells, GloSensor cAMP luminescence, 1 h. Q03431; further: nearly all actives have a fitted effect of over 55% in size; some results filed as inactive show a strong effect at the top dose; inactives centre near -15; many of its hits are not listed in these tables
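HEK-293-derived GP2 cells expressing PTHR1 and a GloSensor cAMP reporter, 3,000/well, plated overnight, given luciferin plus IBMX (each 0.5 mM as added) for 1 h at 37 °C, then compound for 1 h at 37 °C. Luminescence was read after 15 min at room temperature.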
aSyn yeast inh: alpha-synuclein toxicity inhibition in yeast | AID 652106 | Yeast expressing alpha-synuclein, growth rescue, BacTiter-Glo, 24 h | 370,000 compounds, 0.14% hits | Potency, µM (top dose mostly 46.1 µM), for inactives: at the highest dose growth rescue (activation), most hits filed as activators; further: % of control where 0% means no effect; nearly all actives have a fitted effect of over 65% in size
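Screening used galactose-induced yeast with toxic alpha-synuclein levels, exposed to compound for 24 hr at 30 deg C. Cell growth, read with BacTiter-Glo luminescence, gave the measured signal.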
EPAC2 ag: activates human EPAC2 exchange factor; 360,000 compounds, 0.079% hits; EPAC2 activation, biochemical qHTS; response scale: 100% = 6.5 mM cAMP response; AID 720711; Q8WZA2; Potency, µM (top dose mostly 154 µM), for inactives: top-dose activation, most hits filed as activators; further: nearly all actives have a fitted effect of over 50% in size
Target sequence (Q8WZA2 whole entry, looked up): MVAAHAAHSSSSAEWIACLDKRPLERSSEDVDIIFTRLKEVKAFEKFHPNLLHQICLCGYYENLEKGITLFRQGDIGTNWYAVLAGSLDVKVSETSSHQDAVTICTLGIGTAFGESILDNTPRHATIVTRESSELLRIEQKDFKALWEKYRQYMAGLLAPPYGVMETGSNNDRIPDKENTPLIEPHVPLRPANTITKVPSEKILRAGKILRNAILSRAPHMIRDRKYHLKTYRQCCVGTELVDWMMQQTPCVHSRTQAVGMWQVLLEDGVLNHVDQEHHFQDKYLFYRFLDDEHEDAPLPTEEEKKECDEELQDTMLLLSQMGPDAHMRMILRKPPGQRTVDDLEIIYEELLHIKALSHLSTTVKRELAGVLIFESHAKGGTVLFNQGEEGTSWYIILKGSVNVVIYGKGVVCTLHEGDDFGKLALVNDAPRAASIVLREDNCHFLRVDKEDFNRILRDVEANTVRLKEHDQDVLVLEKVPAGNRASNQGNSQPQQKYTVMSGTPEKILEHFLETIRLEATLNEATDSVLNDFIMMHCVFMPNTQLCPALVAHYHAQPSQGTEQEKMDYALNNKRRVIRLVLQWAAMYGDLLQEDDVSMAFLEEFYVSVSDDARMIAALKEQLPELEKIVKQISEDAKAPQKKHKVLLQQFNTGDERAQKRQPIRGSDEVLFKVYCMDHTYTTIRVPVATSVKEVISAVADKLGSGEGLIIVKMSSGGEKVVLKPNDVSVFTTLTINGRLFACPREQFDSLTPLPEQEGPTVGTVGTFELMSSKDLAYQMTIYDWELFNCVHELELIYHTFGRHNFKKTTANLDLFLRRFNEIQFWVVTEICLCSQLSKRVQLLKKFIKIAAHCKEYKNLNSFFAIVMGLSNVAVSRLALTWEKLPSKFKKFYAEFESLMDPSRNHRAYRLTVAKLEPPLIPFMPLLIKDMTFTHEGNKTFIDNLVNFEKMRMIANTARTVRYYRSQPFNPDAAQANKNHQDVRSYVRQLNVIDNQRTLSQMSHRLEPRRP
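In this primary screen, activation is scored as increased exchange of BODIPY-GDP from Rap1B by 100 nM EPAC2, with 50 uM GDP as competitor. Signal is normalized to the 6.5 mM cAMP agonist control.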
EPAC2 antagonist: antagonists of human EPAC2; Q8WZA2; EPAC2 GEF exchange of Rap1B-BODIPY-GDP, fluorescence; Potency, µM (series often up to 114 µM), for the others: at the highest dose activity, negative = inhibition, usual class: inhibitors; 360,000 compounds, 0.18% hits; AID 720708; further: on the % scale 0 is the no-effect control and ±100 the full control effect; nearly all actives have a fitted effect of over 45% in size; many of its hits are not listed in these tables
EPAC1 ag: EPAC1 (human) agonism. EPAC1 agonist qHTS, biochemical assay; response scale: 100% = response to 6.5 mM cAMP. O95398. 360,000 compounds, 0.073% hits. Potency, µM (series often up to 154 µM), inactives show at the top dose activation, hits mostly activators; further: nearly all actives have a fitted effect of over 60% in size
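Compounds were pinned as a concentration titration into mixtures of EPAC1 (100 nM), BODIPY-GDP-loaded Rap1B (250 nM) and GDP (50 uM). After 5 min at room temperature, fluorescence was followed for 30 min; activity was scaled to 6.5 mM cAMP.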
FUS yeast rescue: suppressors of FUS proteinopathy in yeast. AID 1347120. Potency, µM (doses to about 76.6 µM), without a hit: at the top dose growth rescue (activation), hits mostly activators. S. cerevisiae FUS-expressing, growth rescue, OD600, 24 h. 390,000 compounds, 0.24% hits;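 further: plate controls were DMSO vehicle for no effect and reference control for full effect; nearly all actives have a fitted effect of over 55% in size; some results filed as inactive show a strong effect at the top dose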
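Yeast FUS proteinopathy model; galactose-induced FUS (2%), starting OD 0.005. Cpds in dilution series, 24hr, 30C, 99% humidity. Abs 600 nm growth. Pos ctrl CP55940 (top 92uM final); neg ctrl DMSO.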
TDP43 rescue: TDP-43 toxicity inhibition in yeast; TDP-43 expressing yeast growth rescue, BacTiter-Glo, 24 h; Potency, µM (titrated, usually from 46.1 µM), for inactives: at the top dose growth rescue (activation), usual class: activators; 410,000 compounds, 1.8% hits; AID 652104; further: % of control where 0% means no effect; nearly all actives have a fitted effect of over 50% in size
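Yeast expressing TDP-43 (pregrown in raffinose, seeded at OD600=0.02 in galactose medium) exposed to compounds 24 hr at 30 deg C. Growth read by BacTiter-Glo luminescence; rescue of toxicity appears as increased signal.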
EPAC1 antagonist: antagonists of human EPAC1. O95398. EPAC1 GEF assay, Rap1b-BODIPY-GDP exchange fluorescence. Potency, µM (titrated, usually from 115 µM), inactives show at the highest dose activity change, negative = inhibition, hits mostly inhibitors. 360,000 compounds, 0.14% hits;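 further: plate controls were vehicle for no effect and positive control for full effect; nearly all actives have a fitted effect of over 50% in size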
An asterisk follows results filed as active; i = inactive; ? = inconclusive; / = not tested or not shown; [ ] = dose if it differs, or a comment. The call rests on the fitted dose curve; in most records, active means well fitted curve in the direction sought with a large enough effect; inconclusive means small, poorly fitted or top-dose-only effect, or another doubt; inactive means no such curve, though single readings can be large; an effect the other way counts as inactive or inconclusive. Potency means the concentration at half of the fitted maximal effect. The list is partial; the hit share may differ from the screen's.

| structure | EPAC1 ag | PTHR1 agonist | FUS yeast rescue | EPAC2 antagonist | EPAC1 antagonist | aSyn yeast inh | TDP43 rescue | EPAC2 ag |
| --- | --- | --- | --- | --- | --- | --- | --- | --- |
| C[C@H]1CN([C@@H](C)CO)C(=O)CCCn2nncc2CO[C@@H]1CN(C)C(=O)c1ccc2ccn(C)c2c1 | 7% | -22% | -3% | -16% | 16% | 5% | 10% | -4% |
| CCOc1ccc(OCC)c(NC(=O)CSc2nc3c(c(=O)n(C)c(=O)n3C)n2C(C)C)c1 | 12% | i | 25% | -1% | -10% | -6% | -7% | 17% |
| [NH-]c1ncnc2c1N=C[N+]2=CC=CCO | -9% | -15% | -28% | 20% | -12% | 5% | 11% | -3% |
| COC(=O)c1cc2nc(-c3ccc(OC)cc3)cc(C(F)(F)F)n2n1 | -9% | i | 17% | 8% | 3% | 4% | 10% | -4% |
| Cc1noc(C)c1CSc1nc2ccccc2c(=O)n1-c1ccc(Cl)cc1 | 3% | -1%[57.5 µM] | 31% | 6% | 12% | 1% | -18% | 11% |
| COC(=O)c1nc(NC(=O)c2ccccc2Cl)n[nH]1 | -2% | -16%[57.5 µM] | -11% | 6%[57.1 µM] | 12% | 3% | 1% | 4% |
| CC(Oc1ccc(-n2cnnn2)cc1)C(=O)O (configuration not stated) | 4% | i | -11% | 2% | -5% | 1% | -1% | 11% |
| C[C@H](CO)N1C[C@H](C)[C@@H](CN(C)S(=O)(=O)c2ccc(F)cc2)Oc2c(NS(=O)(=O)c3ccc(F)cc3)cccc2C1=O | -5% | -5% | 3% | -23% | -13% | -3% | 2% | 2% |
| CCCOC(=O)c1ccc(NC(=O)COC)cc1 | 0% | -2% | -26% | 6% | -3% | 2% | ? | 2% |
| CCOc1ccc(CCNC(=O)COC(=O)CCc2cc(OC)c(OC)c(OC)c2)cc1OCC | 2% | i | ? | 9% | 8% | 0% | 2% | -4% |
| CCOC(=O)C1CCCN(CC(O)COCc2ccccc2OC)C1 (configuration not stated) | 1% | -8% | -6% | -6% | -19% | 1% | 1% | 5% |
| COCCn1c(C)cc(C(=O)CN2C(=O)C(=O)N(CCC3=CCCCC3)C2=O)c1C | 0% | -3% | 13% | -13% | 0% | 3% | 5% | 5% |
| CCCc1ccc(C(O)c2ncc(-c3cccc(OC)c3)[nH]2)cc1 (configuration not stated) | -15% | i | 1% | -10% | -5% | -3% | -16% | 4% |
| Cc1[nH]c(=O)c(C#N)c(C)c1CCC(=O)N(C)CC(=O)Nc1ccc(Cl)c(Cl)c1 | 1% | i | 9% | -16% | 21% | -13% | -9% | 0% |
| Cc1nc2cc(C(=O)OCC(=O)NC(C)C(C)C)ccc2n1-c1ccccc1 (configuration not stated) | 2% | -45%[inhibitor] | / | 4% | 7% | 6% | 3% | 5% |
| C=CCC(NC(=O)N(C)C)(C(C)=O)C(=O)OC (configuration not stated) | 1% | 1% | -11% | -13% | -11% | -1% | 4% | 4% |
| COC(=O)NCC(c1cccnc1)N1CCOCC1 (configuration not stated) | -28% | i | -12% | 11% | 11% | 0% | 8% | 4% |
| O=C(NCCN1CCOCC1)c1cc(-c2cccc(O)c2)on1 | 3% | i | 6% | 5% | -6% | -4% | 8% | 3% |
| Clc1ccc(C[n+]2cc(-c3ccccc3)n3c2CCC3)cc1Cl | 3% | -8% | -4% | 17% | -15% | 2% | -10% | 18% |
| Cc1nc(NC(=O)c2ccccc2)sc1-c1csc(NCc2ccccc2)n1 | 11% | i | 19% | -4% | -6% | -3% | ? | -4% |
| CCCn1nnnc1NCc1ccc(SC)cc1 | 11% | -20% | 3% | 1% | -15% | -3% | 6% | 12% |
| O=C(CCc1ccccc1)Nc1ncc([N+](=O)[O-])s1 | 0% | -47%[inhibitor] | 3% | 5% | 7% | -14% | 7% | 2% |
| O=C(NCc1ccc(Cl)cc1)c1cccnc1 | 0% | -3%[57.5 µM] | -8% | 2% | -4% | -11% | 9% | 4% |
| COCC(C)N=C1NN=C(c2c[nH]c3ccccc23)CS1 (configuration not stated) | 5% | -3% | -4% | -6% | -4% | -1% | 12% | 5% |
| COc1ccccc1CNC(=S)Nc1ccc(F)cc1 | -5% | i | 20% | -1% | 1% | 1% | 5% | 7% |
| COc1ccc(NC2CCCN(C(=O)c3ccc(C(C)=O)s3)C2)cc1 (configuration not stated) | -20% | 12% | 10% | 26% | -5% | -6% | -13% | 10% |
| COc1cc(CN2CC(=O)N(c3ccc(C)c(Cl)c3)C2=S)cc(OC)c1OC | 13% | i | 20% | -23% | -23% | 1% | -4% | 0% |
| CC(=O)O[C@]1(C(C)=O)CCC2C3C=C(C)C4=CC(=O)CC[C@]4(C)C3CC[C@@]21C (some centres not stated) | -10% | -91%[inhibitor] | 16% | ? | 15% | 9% | -4% | -4% |
| O=[N+]([O-])c1cccc(-c2n[nH]c(=S)n2-c2ccc(Br)cc2)c1 | -1% | 18% | 42% | -3% | 0% | 14% | -23%[0.397 µM] | 6% |
| COCCNC(=O)C(c1ccc(F)cc1)N(C(=O)CCC(=O)Nc1ccccn1)c1ccc(C)cc1 (configuration not stated) | -3% | -1% | 30% | -5% | 11% | 0% | -9% | 1% |
| COc1ccc(NC(=O)c2ccc(CN3CCN(c4ccccc4)CC3)cc2)cc1 | -11% | -46%[inhibitor][57.5 µM] | 2% | -8% | 0% | 7% | 0% | 2% |
| CC1(C)CC(=O)C(C2c3ccccc3S(=O)(=O)c3ccccc32)C(=O)C1 | 6% | -18% | 0% | 0% | 0% | -5% | -10% | 0% |
| O=C(COC(=O)c1cccnc1)Nc1ccc(F)cc1 | -2% | i | 26% | 9% | 6% | -2% | -3% | -5% |
| O=C(COc1ccccc1F)Nc1nnc(-c2ccncc2)s1 | 7% | i | 41% | -8% | 8% | -2% | -11% | 11% |
| COC(=O)c1nc2n(n1)C(c1ccccc1OC)C1=C(CCCC1=O)N2 (configuration not stated) | 0% | -9%[57.5 µM] | 30% | -1% | -25% | 0% | -8% | 3% |
| Cc1noc(C)c1COc1ccccc1C(=O)NCCc1ccc(Cl)cc1 | ? | -33%[inhibitor] | 19% | -13% | -17% | 8% | ? | 12% |
| CCOC(=O)C1=C(Nc2ccc(C)cc2)CC(C)(O)C(C(=O)OCC)C1c1ccccc1 (configuration not stated) | -25% | -35%[inhibitor] | 22% | -3% | 4% | -6% | 22% | -7% |
| CCc1nnc(NS(=O)(=O)c2ccc(NC(=S)NC(=O)c3cccs3)cc2)s1 | 2% | -5% | 22% | -14% | -19% | -6% | -20% | 0% |
| CCOC(=O)C1(CC)NC(c2ccc(OC)c(OC)c2)C2C(=O)N(c3cccc(C(C)=O)c3)C(=O)C21 (configuration not stated) | -3% | -59%[inhibitor] | -8% | -8% | -13% | 1% | 12% | 5% |
| CCCn1c(=O)c(C(=O)NCc2ccccn2)c(O)c2ccccc21 | 9% | -7%[57.5 µM] | -4% | -21% | ? | 15% | -11% | -19% |
| CN1C2Cc3c(n(C)c4ccccc34)C1CC=C2CO (configuration not stated) | 5% | -5% | -8% | 9% | -22% | 0% | 10% | 3% |
| CCc1ccc(NC(=S)N(CCCN2CCOCC2)Cc2ccco2)cc1 | 3% | i | 10% | 4% | ? | -3% | / | 4% |
| O=C(CCc1nc(-c2cccs2)no1)NCc1ccc(F)cc1Cl | -14% | -50%[inhibitor] | -7% | -14% | -12% | 4% | 16% | 5% |
| CCOCCCNC(=O)c1c[nH]c2ccc(OCC)cc2c1=O | -12% | -3% | 6% | 5% | -9% | -7% | -14% | 9% |
| O=C(Nc1ccc(-c2nc3ccccc3[nH]2)cc1)c1ccc(N2C(=O)CCC2=O)cc1 | 0% | i | 9% | -23% | -7% | 0% | -5% | 6% |
| COC(=O)c1nc2n(n1)C(c1ccc(OC)c(OC)c1OC)C1=C(CCCC1=O)N2 (configuration not stated) | 0% | i | -16% | 5% | -28% | 0% | 1% | -5% |
| O=C(NCc1ccc(-c2nc3ccccc3s2)cc1)c1cc2ccccc2o1 | 4% | i | -9% | 8% | 13% | -9% | -4% | 12% |
| CCOC(=O)C1(CCOc2ccccc2)CCN(Cc2cc(OC)c(O)cc2Cl)CC1 | 4% | -38%[inhibitor] | 13% | -13% | -12% | 1% | 6% | 11% |
| CC(C)NC(=O)NC1C2CC3CC(C2)CC1C3 (configuration not stated) | 0% | i | -14% | 2% | 17% | -17% | -9% | 1% |
| CC1CCCCN1C(=S)NC(=O)c1cc(Br)ccc1Cl (configuration not stated) | 0% | -28% | 8% | -10% | -5% | 13% | 25µM* | 10% |
| Cc1c(NC(=O)CN2C(=O)C(=O)c3ccccc32)c(=O)n(-c2ccccc2)n1C | 3% | i | 14% | 2% | -10% | 1% | 19% | 1% |
| COc1ccc2cc(C(=O)N/N=C/c3sc4ccccc4c3O)ccc2c1 | 8% | i | / | -11% | 35%[activator] | 10µM* | -11% | -39%[inhibitor] |
| O=C(CN1CCN(S(=O)(=O)c2cccs2)CC1)NCC1CCCCC1 | 8% | -22% | -8% | -9% | -22% | -14% | 14% | 4% |
| COC(=O)CCC(=O)N1CCCC(CO)(Cc2ccccc2C)C1 (configuration not stated) | 5% | i | -11% | 3%[57.1 µM] | -20% | 1% | -2% | 8% |
| CCCCn1c(N)c(-c2nc3ccccc3s2)c2c([N+](=O)[O-])nn(C)c(=O)c21 | -1% | i | 40µM* | 10% | 9% | 0% | -20% | -1% |
| CC(C)c1ccc(NC(=O)CCNS(=O)(=O)c2cccc3nonc23)cc1 | 2% | i | -6% | 3% | 0% | -1% | 20% | -8% |
| CC[C@]12c3[nH]c4cc(CCC(=O)N(C)C)ccc4c3CCN1C(=O)[C@@H](CC(=O)NCc1cccc(C(F)(F)F)c1)C[C@@H]2C(=O)N1CCN(C(=O)C2CC2)CC1 | 6% | -9% | 31% | 2% | -5% | 1% | 10% | 2% |
| O=C1Cc2ccccc2Sc2ccccc21 | 7% | i | -5% | -2% | -3% | -12% | 1% | 20% |
| CCN(CC)C(=O)Oc1nnc(SC(C)C)n1-c1ccc(Cl)cc1 | 5% | -42%[inhibitor] | 13% | 0% | 5% | -6% | 4% | 16% |

Looked up by structure from above, 3 records:
| structure | EPAC1 ag | PTHR1 agonist | FUS yeast rescue | EPAC2 antagonist | EPAC1 antagonist | aSyn yeast inh | TDP43 rescue | EPAC2 ag |
| --- | --- | --- | --- | --- | --- | --- | --- | --- |
| O=C(COc1ccccc1F)Nc1nnc(-c2ccncc2)s1 | 7% | i | 41% | -8% | 8% | -2% | -11% | 11% |
| CC(Oc1ccc(-n2cnnn2)cc1)C(=O)O (configuration not stated) | 4% | i | -11% | 2% | -5% | 1% | -1% | 11% |
| Cc1noc(C)c1COc1ccccc1C(=O)NCCc1ccc(Cl)cc1 | ? | -33%[inhibitor] | 19% | -13% | -17% | 8% | ? | 12% |
